EPAC2 antag – EPAC2 (human) antagonism; EPAC2 GEF exchange of Rap1B-BODIPY-GDP, fluorescence; 0.18% of 360,000 active; Q8WZA2; Potency, µM (highest dose often 114 µM), inactives show at the highest dose activity, negative = inhibition, actives largely listed as inhibitors; further: on the % scale 0 is the no-effect control and ±100 the full control effect; nearly all actives have a fitted effect of over 45% in size; many of its hits are not listed in these tables
FUS yeast rescue – FUS proteinopathy suppression in yeast | Potency, µM (titrated, usually from 76.6 µM), without a hit: at the highest dose growth rescue (activation), most hits filed as activators | 0.24% of 390,000 active | S. cerevisiae FUS-expressing, growth rescue, OD600, 24 h;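 further: plate controls were DMSO vehicle for no effect and reference control for full effect; nearly all actives have a fitted effect of over 55% in size; some results filed as inactive show a strong effect at the top dose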
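Yeast FUS proteinopathy model; galactose-induced FUS (2%), starting OD 0.005. Cpds in dilution series, 24hr, 30C, 99% humidity. Abs 600 nm growth. Pos ctrl CP55940 (top 92uM final); neg ctrl DMSO.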
TDP-43 yeast inh – TDP-43 toxicity inhibition in yeast. TDP-43 expressing yeast growth rescue, BacTiter-Glo, 24 h. Potency, µM (doses to about 46.1 µM), inactives show at the highest dose growth rescue (activation), most hits filed as activators. 1.8% of 410,000 active. AID 652104; further: % of control where 0% means no effect; nearly all actives have a fitted effect of over 50% in size
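Growth rescue of TDP-43-toxic yeast measured as ATP luminescence (BacTiter-Glo). Cells grown to mid-log in raffinose, induced in galactose at OD600=0.02, exposed to compound 24 hr at 30 deg C.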
PTHR1 ag – PTHR1 (human) receptor agonism | HEK293 GP2 PTHR1 cells, GloSensor cAMP luminescence, 1 h | Potency, µM (series often up to 115 µM), for inactives: at the top dose activation, most hits filed as activators | 0.075% of 410,000 active; further: nearly all actives have a fitted effect of over 55% in size; some results filed as inactive show a strong effect at the top dose; inactives centre near -15; many of its hits are not listed in these tables
Target sequence (Q03431 whole entry, looked up): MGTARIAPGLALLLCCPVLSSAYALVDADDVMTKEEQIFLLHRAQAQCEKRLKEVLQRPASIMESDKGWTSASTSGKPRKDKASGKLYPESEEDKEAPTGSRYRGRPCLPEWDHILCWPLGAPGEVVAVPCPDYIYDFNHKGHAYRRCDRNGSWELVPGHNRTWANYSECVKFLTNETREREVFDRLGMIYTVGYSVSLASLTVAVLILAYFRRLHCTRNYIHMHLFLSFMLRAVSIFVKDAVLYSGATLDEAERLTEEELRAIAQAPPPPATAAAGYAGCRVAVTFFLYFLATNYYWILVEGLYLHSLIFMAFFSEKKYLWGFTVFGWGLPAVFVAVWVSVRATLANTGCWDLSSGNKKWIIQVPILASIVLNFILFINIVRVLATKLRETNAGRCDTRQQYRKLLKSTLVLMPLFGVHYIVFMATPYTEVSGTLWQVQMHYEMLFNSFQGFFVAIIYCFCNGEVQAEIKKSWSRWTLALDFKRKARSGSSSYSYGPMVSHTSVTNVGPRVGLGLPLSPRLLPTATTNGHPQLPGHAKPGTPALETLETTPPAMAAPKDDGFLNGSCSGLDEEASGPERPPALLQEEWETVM
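HEK-293-derived GP2 cells expressing PTHR1 and a GloSensor cAMP reporter, 3,000/well, plated overnight, given luciferin plus IBMX (each 0.5 mM as added) for 1 h at 37 °C, then compound for 1 h at 37 °C. Luminescence was read after 15 min at room temperature.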
aSyn rescue – alpha-synuclein toxicity inhibition in yeast | Yeast expressing alpha-synuclein, growth rescue, BacTiter-Glo, 24 h | Potency, µM (titrated, usually from 46.1 µM), inactives show at the highest dose growth rescue (activation), actives largely listed as activators | 0.14% of 370,000 active; further: % of control where 0% means no effect; nearly all actives have a fitted effect of over 65% in size
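Screening used galactose-induced yeast with toxic alpha-synuclein levels, exposed to compound for 24 hr at 30 deg C. Cell growth, read with BacTiter-Glo luminescence, gave the measured signal.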
EPAC1 ag – EPAC1 (human) agonism; Potency, µM (doses to about 154 µM), without a hit: top-dose activation, most hits filed as activators; EPAC1 agonist qHTS, biochemical assay; response scale: 100% = response to 6.5 mM cAMP; 0.073% of 360,000 active; AID 720707; further: nearly all actives have a fitted effect of over 60% in size
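Normalized to 6.5 mM cAMP, activity reflects EPAC1-catalysed release of BODIPY-GDP from Rap1B, followed kinetically over 30 min at 480 nm excitation, 540 nm emission. Reaction contained 100 nM EPAC1, 250 nM Rap1B-BODIPY-GDP, 50 uM GDP.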
EPAC1 antag – antagonists of human EPAC1; 0.14% of 360,000 active; O95398; Potency, µM (doses to about 115 µM), for the others: at the top dose activity change, negative = inhibition, hits mostly inhibitors; EPAC1 GEF assay, Rap1b-BODIPY-GDP exchange fluorescence;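 further: plate controls were vehicle for no effect and positive control for full effect; nearly all actives have a fitted effect of over 50% in size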
EPAC2 agonist – EPAC2 (human) agonism; Potency, µM (highest dose often 154 µM), inactives show at the top dose activation, usual class: activators; 0.079% of 360,000 active; AID 720711; EPAC2 activation, biochemical qHTS; response scale: 100% = 6.5 mM cAMP response; further: nearly all actives have a fitted effect of over 50% in size
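Guanine nucleotide exchange by EPAC2 is measured as reduced fluorescence of BODIPY-GDP once it is released from 250 nM Rap1B. Plates are read kinetically for 30 min at room temperature; results are scaled to 6.5 mM cAMP.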
Active calls of the source: *; i = inactive; ? = inconclusive; nt = no result given; & = joins results of further samples; [ ] = remark or other dose. The call rests on the fitted dose curve; in most records, active means well fitted curve in the direction sought with a large enough effect; inconclusive means small, poorly fitted or top-dose-only effect, or another doubt; inactive means no such curve, though single readings can be large; an effect the other way counts as inactive or inconclusive. Potency means the concentration at half of the fitted maximal effect. The list is partial; rates above refer to the full screens.

SMILES | EPAC2 antag | FUS yeast rescue | TDP-43 yeast inh | PTHR1 ag | aSyn rescue | EPAC1 ag | EPAC1 antag | EPAC2 agonist
O=C(NC(=S)Nc1cc(Cl)ccc1N1CCOCC1)c1ccccc1[N+](=O)[O-] | -19% | 12% | ? | -16% | 1% | 4% | -14% | 12%
Clc1ccc(N2COC3c4cccc5cccc(c45)C32)cc1 (configuration not stated) | 8% | 5% | 10µM* | -19%[57.5 µM] | 13% | 7% | -19% | 3%
CCc1nc(SCC(=O)NNC(=O)c2ccc(OC)cc2)c2ccccc2n1 | 1% | 10% | 24% | -6% | -5% | -3% | -10% | 4%
CCC(C)Cn1c(C)nc2ccccc21 (configuration not stated) | 0% | 14% | 3% | -32%[inhibitor][57.5 µM] | 2% | 0% | -12% | -6%
COc1ccc(C(=O)N2CCN(S(=O)(=O)c3ccc(F)cc3)CC2)cc1OC | -6% | -12% | 8% | i | 3% | 6% | -24% | 6%
CCN(/N=C/c1ccc(N(C)C)cc1)c1nc2ccccc2[nH]1 | 4%[57.1 µM] | 7% | 5% | -19% | -18% | -8% | -2% | -11%
COc1ccc(N2CCN(C(=O)c3ccc(CS(=O)c4cccc(C)c4)o3)CC2)cc1 (configuration not stated) | -9% | 9%&10% | 3%&16% | i | 6% | 2% | 0% | -1%
CC(=O)c1cccc(OCc2cc(C(=O)N3C[C@@H](C)O[C@@H](C)C3)no2)c1 | 1% | -9% | 27% | i | 10% | 12% | -16% | 2%
CSc1ccc(CN2CCC2(C)C(=O)NCc2cccs2)cc1 (configuration not stated) | -6% | -21% | 10% | -11% | 4% | -8% | -1% | 22%
Cc1ccc(CNC(=O)Cn2cccc2)cc1 | -4% | -19% | 10% | i | -2% | 9% | -1% | 7%
CC(C)(C)N1C(=O)Cc2c1nc(N)c1c(N)nc(N3CCCCC3CO)c(C#N)c21 (configuration not stated) | -8% | ? | 22% | -12% | 8% | -1% | 56µM* | 4%
COc1ccc(CC(=O)OCC(=O)Nc2ccc(Cl)cc2C)cc1 | -1% | 3% | 5% | i | 2% | 0% | -11% | 3%
Nc1nc(NCc2ccco2)nc(Nc2ccc(F)cc2)c1[N+](=O)[O-] | 9% | 4% | -22% | -13% | 1% | -7% | -19% | 3%
O=C(Cc1c[nH]c2ccccc12)OCCOC(=O)Cc1c[nH]c2ccccc12 | -3% | 19% | ? | -25% | ? | 12% | -11% | 19%
COc1ccc(Cl)cc1-c1nc(N)nc(NC2CCCCC2)n1 | 6% | nt | 0% | i | 5% | 0% | -2% | 0%
Cc1ccc(C(=O)NCCc2ccccc2)cc1S(=O)(=O)N1CCOCC1 | 7% | 2% | 11% | -32%[inhibitor] | 1%[1.84 µM] | -16% | 16% | 9%
COc1ccc(N(C)S(=O)(=O)c2cccc3cccnc23)c(OC)c1 | 16% | 14% | -8% | i | -6% | -4% | -1% | 11%
O=C(Nc1ccc(Br)cn1)c1cccc(-c2cc3ccccc3oc2=O)c1 | -1% | ? | -1% | i | 1% | 2% | -21% | -8%
Cn1c(=O)c2c(ncn2Cc2cc(-c3ccccc3)no2)n(C)c1=O | 6% | -10% | 23% | -5% | 14% | 1% | 2% | 9%
Cc1cc(NC(=O)COC(=O)C(Cc2ccccc2)NC(=O)c2ccco2)no1 (configuration not stated) | 5% | 20% | -5% | i | -7% | -11% | 2% | -2%
O=C1c2cccc(-c3ccc(C(F)(F)F)cc3)c2C2CC=CCN12 (configuration not stated) | -29% | 6% | ? | -21% | 1% | -9% | -12% | -1%
CC1CC2=C(CC1/C=N/NC(N)=S)C(C)(C)CCC2 (configuration not stated) | -4% | nt | 22µM* | -23% | 6% | -16% | 0% | -2%
Cc1ccc(O)c(NC(=O)c2noc3c2CCc2ccccc2-3)c1 | 18% | 31% | -17% | -12% | 3% | 0% | 2% | 2%
CCC(C)NC(=O)CSc1nc2cc(S(=O)(=O)N3CCOCC3)ccc2n1CC (configuration not stated) | -5% | 6% | -12% | -31% | -2% | 6% | 7% | 7%
CCc1ccc(CN2C(=O)c3ccccc3C2C(=O)NCc2cccnc2)cc1 (configuration not stated) | 2% | 17% | -12% | -11% | 1% | 12% | -20% | 9%
Cc1cc(Cl)ccc1NC(=O)CCN1C(=O)C2CCCCC2C1=O (configuration not stated) | -8% | -6% | 12% | -34%[inhibitor] | -1% | 4% | 14% | 5%
COc1ccc(-n2ncc3c(NCC(C)C)ncnc32)cc1 | -14% | -3% | 11µM* | -98%[inhibitor] | 1% | -2% | -9% | 4%
CCCCNC(=S)Nc1ccc(SC(F)F)cc1 | -13% | 13% | 5% | -37%[inhibitor] | -27% | 4% | ? | 4%
CCn1c(=O)n(CC)c2cc(S(=O)(=O)N3CCOCC3)ccc21 | 9% | 3% | -21% | -31%[inhibitor] | -10% | 0% | 13% | 6%
N/C(=N\OC(=O)COc1ccccc1)c1ccncc1 | 10% | -9% | 11% | -17% | 7% | 17% | -3% | 10%
CC(=O)N(Cc1ccccc1)C(CC(=O)NCc1ccccc1)C(=O)O (configuration not stated) | 2% | -13% | -10% | i | 1% | 6% | 1% | 1%
O=C(Nc1ccc(S(=O)(=O)Nc2cnc3ccccc3n2)cc1)c1ccc(Cl)c([N+](=O)[O-])c1 | 16% | 9% | 1% | -31%[inhibitor] | 0% | -1% | -21% | -7%
CC(C)C(=O)c1cn(CC(=O)N2CCCc3ccccc32)c2ccccc12 | -5% | 31% | 8% | i | 14% | 19% | -7% | -2%
O=C(O)c1nn2c(C(F)(F)F)cc(-c3cccs3)nc2c1Cl | 9% | -5% | 4% | -21% | -1% | 0% | 12% | -2%
COc1cc2c(cc1OC)C(C1C(=O)CC(C)CC1=O)N(C(=O)CCl)CC2 (configuration not stated) | 0% | nt | 27% | i | 10% | 3% | 3% | 5%
CC(=O)NC(c1ccc(F)c(F)c1)c1nc(-c2cc3ccccc3o2)cs1 (configuration not stated) | 6% | -21% | ? | i | -3% | -6% | -7% | -5%
CC(C)OC(=O)c1cc(NC(=O)c2nn(C)cc2Br)cc(C(=O)OC(C)C)c1 | -7% | 4% | 15% | -33%[inhibitor] | 0% | 0% | -3% | -19%
COc1ccc(NC(=O)C2CCCN(S(=O)(=O)c3cnc[nH]3)C2)cc1 (configuration not stated) | 6% | -24% | 17% | -16% | 6% | -12% | 7% | -2%
COc1cc([N+](=O)[O-])ccc1NC(=O)CN1C(=O)NC2(CCCCC2C)C1=O (configuration not stated) | 3% | 2% | 0% | 20% | -2% | -1% | -10% | -1%
Cc1oc2cc3oc(=O)c(CCC(=O)NCCCC(=O)O)c(C)c3cc2c1C | 11% | -4% | 1% | 15% | -14% | -5% | 0% | 3%

A second format for some results above:
Below each SMILES: EPAC2 antag, FUS yeast rescue, TDP-43 yeast inh, PTHR1 ag, aSyn rescue, EPAC1 ag, EPAC1 antag, EPAC2 agonist
COc1cc2c(cc1OC)C(C1C(=O)CC(C)CC1=O)N(C(=O)CCl)CC2 (configuration not stated)
→ 0%, nt, 27%, i, 10%, 3%, 3%, 5%
CC(=O)NC(c1ccc(F)c(F)c1)c1nc(-c2cc3ccccc3o2)cs1 (configuration not stated)
→ 6%, -21%, ?, i, -3%, -6%, -7%, -5%
CC(C)OC(=O)c1cc(NC(=O)c2nn(C)cc2Br)cc(C(=O)OC(C)C)c1
→ -7%, 4%, 15%, -33%[inhibitor], 0%, 0%, -3%, -19%
COc1ccc(NC(=O)C2CCCN(S(=O)(=O)c3cnc[nH]3)C2)cc1 (configuration not stated)
→ 6%, -24%, 17%, -16%, 6%, -12%, 7%, -2%
COc1cc([N+](=O)[O-])ccc1NC(=O)CN1C(=O)NC2(CCCCC2C)C1=O (configuration not stated)
→ 3%, 2%, 0%, 20%, -2%, -1%, -10%, -1%

Further records.
SMILES | EPAC2 antag | FUS yeast rescue | TDP-43 yeast inh | PTHR1 ag | aSyn rescue | EPAC1 ag | EPAC1 antag | EPAC2 agonist
COc1cc(CCC(=O)Nc2ccc(Cl)c(C(F)(F)F)c2)cc(OC)c1OC | -10% | nt | 20% | -36%[inhibitor] | -6% | -11% | -23% | -4%
C=C(C)CN(CC)C(=O)CC1C(=O)NCCN1CC(C)(C)C (configuration not stated) | 1% | -11% | 5% | i | 6% | -8% | -6% | -7%
CC(=O)Oc1cc2c(c3ccccc13)CCC2=O | 15% | -7% | ? | -33%[inhibitor] | 25% | 7% | -4% | 7%
Cc1cc(Cl)nc(Cl)c1C(=O)NCc1ccc(Cl)cc1 | 7% | -6% | 4% | -22% | 7% | -4% | 18% | -1%
CCOC(=O)c1c(CN2CCOCC2)n(-c2ccccc2)c2ccc(O)cc12 | -8% | 3% | 13% | -5% | 0% | 17% | -7% | 9%
O=C1C2CCCN2C(c2ccc(Cl)cc2)N1c1nccs1 (configuration not stated) | 6% | 14% | -2% | i | 0% | 0% | 3% | 7%
CCOC(=O)C1=CCN(S(=O)(=O)c2ccccc2)C1c1ccc(C)cc1 (configuration not stated) | -24% | ? | ? | -2% | ? | 10% | -17% | 10%
CCN1C(=O)[C@H]2[C@@H](c3ccc(C(F)(F)F)cc3)N[C@]3(CCCN(Cc4ccco4)C3=O)[C@H]2C1=O | 6% | 35% | -24% | -20% | -2% | -18% | 11% | 7%
CC(=O)Nc1ccc(OCc2cccc([N+](=O)[O-])c2)cc1 | ? | 1% | ? | -5% | 5% | 2% | -13% | -10%
CN(CCc1ccccn1)C(=S)Nc1ccc(Cl)c(Cl)c1 | -8% | 8% | 12% | -26% | -3% | 2% | -8% | 3%
COc1ccccc1N=Nc1c(C)noc1C | 2% | 7% | 10% | i | 12% | 8% | -5% | 3%
N#CC1=C2SCN(Cc3ccccc3)CN2C(=O)CC1c1ccc2c(c1)OCO2 (configuration not stated) | 3% | 15% | 7% | 1% | 20% | 1% | 1% | -4%
O=C(c1ccc(COCC(F)(F)F)cc1)N1CCN(c2ccccn2)CC1 | -7% | -15% | -3% | -9% | -2% | -2% | -20% | -1%
COc1ccc(F)cc1-c1cc(C(=O)NCc2ccc(F)cc2)[nH]n1 | 5% | 6% | ? | -43%[inhibitor] | 2% | -3% | -14% | -2%
Cc1ccc(-c2nc3cc(NC(=O)C(C)C)ccc3o2)cc1C | 12% | 24% | 12% | -18%[57.5 µM] | -10% | 2% | 11% | -10%
Nc1ncnc(N2CCc3ccccc32)c1[N+](=O)[O-] | -3% | -19% | 17% | i | 4% | -9% | -7% | 10%
Cc1nc2ccccc2c2oc(C(=O)NCCN3CCCCC3C)cc12 (configuration not stated) | -21% | -17% | 3% | -1% | 0% | -6% | 0% | -2%
O=C(NCCc1ccc(Cl)cc1)c1cc2c(s1)-c1ccccc1OC2 | nt | -6% | -12% | i | -4% | nt | nt | nt
CC(=Nc1ccccc1)C1=C(O)C(CC(C)C)NC1=O (configuration not stated) | -1% | nt | ? | i | -9% | 3% | 1% | 9%
